# S3 lipid droplet = qHTS Assay for Lipid Storage Modulators in Drosophila S3 Cells; AID 2685, 2010; 320,000 compounds, 0.64% hits; Drosophila S3 cells, BODIPY lipid droplet fluorescence, 18-24 h; cells fed with added oleic acid; Potency in µM for hits, for the others lipid storage change, negative = inhibition, % at the top dose, mostly 46.1 µM; active means well fitted inhibition curve with a large enough effect in the signal ratio, with a control signal flat, not every such curve was filed as active; inconclusive means small, poorly fitted or top-dose-only effect, or effect the other way, or a change in a side signal; the % refers to the signal ratio
#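 Drosophila S3 cells got compounds at several concentrations plus oleic acid (400 uM solution). Laser-scanning cytometry with 488 nm excitation read lipid droplets at 500-530 nm and cells at 575-640 nm. Percent activity was relative to 20 uM Triacsin C.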
# S3 lipid droplet cell count max = also measured in S3 lipid droplet; calls as there; cell number change, %; measured here: cell count max response;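 cells counted by Cell Tracker Red CMTPX staining in the red channel; peak over a dose series mostly up to 46.1 µM; percent activity relative to internal control wells on each plate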
# The depositor's hits bear a star; i = inactive; ? = inconclusive; / = not tested or not shown; [ ] = dose if it differs, or a comment. On the % scale 0 is the no-effect control and ±100 the full control effect; potency means the concentration at half of the fitted maximal effect.
no.	Structure	S3 lipid droplet	S3 lipid droplet cell count max
1	O=S(=O)(N/N=C\c1cn(-c2ccccc2)nc1-c1ccccc1)c1ccccc1	6%	-4
2	CC(NC(=O)OCc1ccccc1)C(=O)OCN1C(=O)c2ccccc2C1=O (centres undefined)	?	/
3	COCCCn1c(=O)c2sccc2n2c(CCCC(=O)NCC3CCCO3)nnc12 (centres undefined)	18µM*	12*
4	COc1ccc(CN2CCN(C(=O)CC(C)C)CC2)c2ccccc12	11%	1
5	COc1ccc(Cn2nnnc2C(c2cccs2)N2CCSCC2)cc1 (centres undefined)	26%	6
6	COc1ccc(-c2[nH]ncc2/C=C(\C#N)C(=O)NC2CC2)cc1	?	/
7	CSC1=N/C(=C\c2cccnc2)C(=O)N1c1ccccc1	?	/
8	Cc1ccc(OC(C)C(=O)N(C)c2ccccc2)c([N+](=O)[O-])n1 (centres undefined)	?	/
9	CN1C(=O)N(C)C(NC(=O)Nc2ccccc2)C1NC(=O)Nc1ccccc1 (centres undefined)	-10%	-8
10	CCOC(=O)c1nnn(CC(=O)NC(=O)Nc2cccc(CC)c2)c1C(=O)OCC	5%	-17
11	C#CCOC(=O)c1cc(Cl)c(=O)n(Cc2ccc(Cl)cc2Cl)c1	i	-11
12	CC1(C)CC(NC(=O)C2CCC(=O)N(Cc3ccccc3F)C2)CC(C)(C)C1 (centres undefined)	?	/
13	CCCC(=O)Nc1ccc(C(=O)NNC(=S)NC(=O)c2cccs2)cc1	?	/
14	Brc1c(CSc2nncn2-c2ccccc2)nc2sccn12	-8%	0
15	CCN(CC(=O)Nc1ccccc1OC)C(=O)c1ccccc1Sc1ccccc1C#N	?	/
16	Cc1c(C(=O)Nc2ccncc2)oc2ccccc12	?	/
17	CC(C)OC(=O)/C(C#N)=C/c1ccc(-c2ccc(SC(F)F)cc2)o1	11%	16
18	CCC(C)NC(=O)C(NS(=O)(=O)c1cccc2nsnc12)c1ccccc1 (centres undefined)	-21%	2
19	Cc1ccc(S(=O)(=O)N2CCN(S(=O)(=O)c3ccccc3)C2)cc1	?	/
20	C=CCn1c(SCC(=O)N2CC(=O)Nc3ccccc32)nc2scc(-c3ccccc3)c2c1=O	?	/
21	Cc1cccc(NC(=S)NC2CCCC2)c1	17%	11
22	CC(CN1CCCC1)OC(=O)COc1ccccc1 (centres undefined)	0%	7
23	CCOC(=O)C(NC(=O)NCc1ccc(OC)cc1)(OCC)C(F)(F)F (centres undefined)	6%	8
24	CC(C)CC(=O)Nc1ccc(-c2cn3ccsc3n2)cc1	?	/
25	COc1cc(/C=N/N2CCOCC2)ccc1OCc1ccccc1	?	/
26	Cc1c(C(=O)Nc2ccccc2)sc2nc[nH]c(=O)c12	1%	-5
27	O=C(CSc1nc2ccccc2n1CC(=O)N1CCOCC1)N1CCCC1	?	/
28	O=C(NCC1CCCO1)c1cccc(F)c1 (centres undefined)	?	/
29	O=[N+]([O-])c1cccnc1N1CCN(Cc2ccc3c(c2)OCO3)CC1	?	/
30	O=C1C(=O)N(CCCN2CCOCC2)C(c2ccc(Cl)cc2)/C1=C(/O)c1ccc(F)cc1 (centres undefined)	?	/
31	Cc1ccc(NC(=O)C[n+]2ccn(C3=C([O-])c4ccccc4C3=O)c2)cc1	i	/
32	CC1(N2CCOCC2)C(=O)c2ccccc2C1=O	?	/
33	C/C(Cc1ccccc1)=N\NC(=O)c1ccccn1	?	/
34	Cc1ccc(NC(=O)C2CCCCC2)cc1C	16%	/
35	c1ccc2nc(-c3nc4ccccc4[nH]3)ccc2c1	?	/
36	c1ccc(C2=Nn3c(nnc3-c3n[nH]c4c3CCC4)SC2)cc1	?	/
37	CC(C)CCCN1C(Nc2ccccc2)=NC[C@@H]1C	i	14
38	CCCCCCSc1cc(-c2nc3cnccn3c2NCc2ccccc2)ccc1OC	?	/
39	CSc1nc2ncc(-c3ccsc3)c(N)n2n1	?	/
40	Cc1ccnc2nc(C(=O)OCC(=O)N(CC(C)C)CC(C)C)nn12	?	/
41	COc1cc(C(=O)N2C[C@@H]3CCC[C@H]2C3)ccc1OC1CCN(C(C)=O)CC1	3%	1
42	N#C/C(=C(\O)CCl)c1nnc2n1CCCCC2	?	/
43	COc1ccc(CCN=C(N)NS(=O)(=O)c2cc(F)ccc2OC)cc1	-19%	1
44	Cc1cc(C)c(OCCCON2C(=O)CCC2=O)c(Br)c1	i	/
45	O=C(N/N=C/c1c(O)n(-c2ccc(Cl)cn2)c(=O)c2ccccc12)c1ccncc1	?	/
46	CCCN1C(=O)c2cc(C(=O)Nc3cccc(C(C)=O)c3)ccc2C1Nc1cccc(C(C)=O)c1 (centres undefined)	?	/
47	Cn1c(NCCO)nc2c(c1=O)C1(CCCCC1)Cc1ccccc1-2	18%[9.22 µM]	/
48	CC(C)N(C(=O)CN(C#N)c1nc(N(C)C)nc(N(C)C)n1)c1ccccc1	16%	-4
49	COc1ccccc1CNC(=O)C1CCN(S(=O)(=O)c2ccc3c(c2)CC(C)N3C(C)=O)CC1 (centres undefined)	10%	11
50	Cc1nnc(SCC(=O)NCc2ccco2)n1-c1ccccc1	?	/

# Some of the entries so far, in transposed form.
47. Cn1c(NCCO)nc2c(c1=O)C1(CCCCC1)Cc1ccccc1-2
43. COc1ccc(CCN=C(N)NS(=O)(=O)c2cc(F)ccc2OC)cc1
45. O=C(N/N=C/c1c(O)n(-c2ccc(Cl)cn2)c(=O)c2ccccc12)c1ccncc1
44. Cc1cc(C)c(OCCCON2C(=O)CCC2=O)c(Br)c1
49. COc1ccccc1CNC(=O)C1CCN(S(=O)(=O)c2ccc3c(c2)CC(C)N3C(C)=O)CC1 (centres undefined)
assay / entry	47	43	45	44	49
S3 lipid droplet	18%[9.22 µM]	-19%	?	i	10%
S3 lipid droplet cell count max	/	1	/	/	11

# Later entries
no.	Structure	S3 lipid droplet	S3 lipid droplet cell count max
51	Cc1nn(CC(=O)NCCCN2CCCCC2)c(=O)c2cc(-c3ccccc3)nn12	i	-1
52	COc1ccc2cc(C(=O)C3CCCN(C(=O)CCc4cnn(C)c4)C3)ccc2c1 (centres undefined)	-16%	-13
53	O=C(Nc1cccc(Cl)c1)c1ccccc1NC(=O)C1CCCCC1C(=O)O (centres undefined)	i	-1
54	COc1ccc(C(=O)C/C(=C\C(=O)c2ccc(C)cc2)c2ccccc2)cc1	?	/
55	O=C(COc1ccc(F)cc1)Nc1ccccc1N1CCOCC1	?	/
56	COc1ccc(Nc2nc(-c3ccccc3)c(C(=O)Nc3cccnc3)s2)cc1	?	/
57	CN(C)C1=NCCN1CCCC1CCCC1	?	/
58	CCN(CC)C(=S)NC(=O)c1ccc(Cl)cc1Cl	?	/
59	O=S1(=O)N=C(Nc2ccc(N3CCOCC3)cc2)c2ccccc21	-1%	15
60	CCS(=O)(=O)c1ccc(C(=O)Nc2ccccc2)c(Cl)c1Cl	?	/
61	Cc1ccc(-c2noc(-c3ccccc3C(=O)N3CCOCC3)n2)cc1	?	/
62	O=C(CN1CCC(NC(=O)c2cccc(F)c2)CC1)NCc1ccccc1F	-4%	-8
63	CCN(C(=O)CSc1ncnc2sccc12)c1c(N)n(Cc2ccccc2)c(=O)[nH]c1=O	?	/
64	CCN(CC)S(=O)(=O)c1ccc(NC2c3ncccc3C(=O)N2Cc2ccccc2)cc1 (centres undefined)	?	/
65	Cc1ccc(-c2nnc(SCCC(=O)N3CCOCC3)o2)cc1	?	/
66	C/C(=N\NC(=O)CSc1nnc(C)s1)c1ccc(O)cc1	?	/
67	COc1ccc(/C=C(/NC(=O)c2ccccc2)C(=O)NCc2ccncc2)cc1	i	-9
68	Cc1c(C(N)=O)c(N)c(C(=O)c2ccccc2)n1-c1ccccc1	?	/
69	CC1(c2cccs2)CC(c2cccs2)=C(C#N)C(=O)N1 (centres undefined)	17%	-11
70	CCC(C)C(NC(=O)C1CCC(C)CC1)C(=O)Nc1cc(OC)ccc1OC (centres undefined)	?	/
71	CN(c1ccc(C(=O)Nc2ccc(S(=O)(=O)N3CCCC3)cc2)cc1)S(C)(=O)=O	-18%	5
72	O=C(COCc1nc2ccccc2c(=O)[nH]1)NCC1CCCCC1	9%	-1
73	COc1ccccc1NC(=O)Nc1cc(NC(=O)Nc2ccccc2OC)c(C)nc1C	?	/
74	O=C(CCCC(=O)N(CC(=O)NC1CCCCC1)c1ccccc1F)Nc1ccccn1	?	/
75	Cc1cc(C(=O)CN2C(=O)C(=O)N(CC(C)C)C2=O)c(C)n1-c1ccccc1F	?	/
76	Cc1ccc(C(=O)N/C(=C/c2ccc(F)cc2)C(=O)NCc2ccncc2)cc1	?	/
77	COc1ccc(C(C)C)cc1S(=O)(=O)Nc1ccc(Cl)cn1	?	/
78	CCC(C)C(NC(N)=O)C(=O)Nc1ccc(C(=O)OC)cc1 (centres undefined)	i	/
79	CCN1CCN(c2ccc(S(=O)(=O)N3CCCCC3)cc2NC(=O)COc2ccc(Cl)cc2)CC1	?	/
80	COc1cccc(CNCc2ccc(C(=O)O)cc2)c1OC	18%	-1

# 2 of the compounds above, with each value named.
72) O=C(COCc1nc2ccccc2c(=O)[nH]1)NCC1CCCCC1
  S3 lipid droplet: 9%
  S3 lipid droplet cell count max: -1
75) Cc1cc(C(=O)CN2C(=O)C(=O)N(CC(C)C)C2=O)c(C)n1-c1ccccc1F
  S3 lipid droplet: ?
  S3 lipid droplet cell count max: /

# Next part
no.	Structure	S3 lipid droplet	S3 lipid droplet cell count max
81	O=C(NNc1cccc(Cl)n1)Nc1cccc(C(F)(F)F)c1	?	/
82	CC12COC3(C(=O)Nc4ccc5ccccc5c4)CC1CCC32C (centres undefined)	?	/
83	CN1CCC(N(C)C(=O)COc2ccc(S(=O)(=O)N3CCOCC3)cc2)CC1	0%	13
84	Cc1nn(CC(=O)NCc2cccc(F)c2)c(=O)c2cccn12	i	12
85	O=c1c2c3c(sc2nc2n1CCCCC2)CCC3	i	/
86	CCn1c(C)c(C)c2cc(C(=O)N3CCc4ccccc4C3)ccc21	?	/
87	Cn1c(SCC(=O)c2ccccc2)nnc1C1CC1	?	/
88	O=C1/C(=C/c2cccnc2)Oc2cc(OS(=O)(=O)c3ccc(F)cc3)ccc21	?	/
89	COc1ccccc1N1CCN(C(=O)CSc2nc(-c3ccccc3)cc(=O)[nH]2)CC1	6%	-7
90	COc1cc(SC)ccc1C(=O)OCC(=O)N1CCN(C(C)=O)CC1	4%	0
91	CCCCn1nc(NC(=O)CC(C)C)c2cc3cc(OC)ccc3nc21	?	/
92	COc1ccccc1NC(=O)Nc1ccc2c(c1)nnn2C	?	/
93	C=CCN(CC=C)CCOc1cccc(Oc2ccccc2)c1	?	/
94	O=C(Oc1cccc(N2C(=O)CCC2=O)c1)C1CC(=O)N(c2ccc(F)cc2)C1 (centres undefined)	?	/
95	Cc1ccc(Oc2ncccc2COC(=O)Nc2ccccc2C)cc1	?	/
96	CSc1ncc(C(=O)Nc2ccccc2F)c(-c2ccccc2)n1	0%	/
97	COc1cccc(N2C(=O)CC(N3CCN(C(=O)c4ccco4)CC3)C2=O)c1 (centres undefined)	0%	-3
98	O=C(c1ccc(CS(=O)c2ccccc2Cl)o1)N1CCN(c2ccccc2)CC1 (centres undefined)	?	/
99	CCOc1cccc(C(=O)Nc2ccc(N3CCCC3)cc2)c1	i	6
100	COc1cc(-c2nc(C(=O)NC3CCN(Cc4ccccc4)CC3)cc3c2[nH]c2ccccc23)cc(OC)c1OC	?	/

# An excerpt from above in order of formula weight, lowest first:
no.	Structure	S3 lipid droplet	S3 lipid droplet cell count max
92	COc1ccccc1NC(=O)Nc1ccc2c(c1)nnn2C	?	/
95	Cc1ccc(Oc2ncccc2COC(=O)Nc2ccccc2C)cc1	?	/
98	O=C(c1ccc(CS(=O)c2ccccc2Cl)o1)N1CCN(c2ccccc2)CC1 (centres undefined)	?	/

# The listing continues:
no.	Structure	S3 lipid droplet	S3 lipid droplet cell count max
101	Cc1ccc(N2C(=O)c3ccc(N)cc3C2=O)cc1	?	/
102	CNc1nnc(-c2ccc(OC)cc2)s1	13%	9
103	COc1ccc(C(=O)COC(=O)CCNS(=O)(=O)c2ccccc2)c(OC)c1	?	/
104	COc1ccccc1N1CCN(c2ncnc3nc[nH]c23)CC1	11%	-1
105	O=C(COC(=O)c1cccnc1Cl)NCc1cccs1	?	/
106	CC(Nc1oc(-c2ccco2)nc1C#N)c1ccccc1 (centres undefined)	?	/
107	NC(=O)C1(N2CCCCC2)CCN(CC(=O)Nc2cc(Cl)ccc2Cl)CC1	?	/
108	O=C(O)c1ccccc1-n1ncc2c1/C(=C/c1ccc(Cl)cc1)CC2	-9%	12
109	COc1ccc(/C=C/C(=O)NCc2ccccn2)cc1	?	/
110	O=C(CN1C2=NCCN2c2ccccc21)C12CC3CC(CC(C3)C1)C2	?	/
111	COc1ccccc1CCNC(=O)c1ccc(NC(=O)CC2SC(N3CCCC3)=NC2=O)cc1 (centres undefined)	?	/
112	C=CCn1c(-c2ccc(C)cc2)nc2ccccc21	?	/
113	CCN1CCc2nc(NC(=O)Cc3ccc4c(c3)OCCO4)sc2C1	?	/
114	O=C(NC(Cc1ccccc1)C(=O)O)c1ccc(S(=O)(=O)N2CCCC2)cc1 (centres undefined)	?	/
115	CN(C)C(=O)c1ccc(Nc2nnc(-c3ccc(O)cc3)c3ccccc23)cc1	?	/
116	CC(Sc1ccc(Cl)cc1)C(=O)Nc1ccccc1-c1ccccc1 (centres undefined)	-8%	0
117	Cc1cc(C)n(CC(O)COc2cccc(OCC(O)Cn3nc(C)cc3C)c2)n1 (centres undefined)	?	/
118	CCCCn1c(SCC(=O)NCCOC)nc2ccc(N3CCOCC3)cc2c1=O	0%	12
119	CCOc1ncccc1C(=O)NCc1ccccc1	?	/
120	CC(C)N(C(=O)Cn1c(Cl)nc2ccccc21)C(C)C	?	/
121	C=CCNC(=S)NNC(=O)c1csc(CC)c1	-1%	/
122	N/C(=N\OC(=O)COc1ccc(Cl)cc1Cl)c1ccccn1	26%	7

# A portion of the library; rates above refer to the full screens.
